# Assay outcomes as filed in PubChem BioAssay.
# RNase H inhibition: RNase H inhibition, HIV 1 Gag Pol polyprotein, FRET biochemical assay, screening (AID 372); HIV-1 RT RNase H, FRET RNA/DNA substrate fluorescence; higher % means a stronger effect; inhibition, % at 10 µM; hits with a dose series show IC50 in µM; hit rate 0.77% among 100,000; in the data active means inhibition above about 50%
# * marks the source's active call; other numbers are inactive results. Only part of the results is shown (hit frequency here may not be typical).
SMILES,RNase H inhibition
CCCCCOC(=O)C1=C(C)NC(=O)NC1c1cccc(Cl)c1 (stereo not drawn),39%
O=C(NCc1cccnc1)C1c2ccccc2Oc2ccccc21,0%
CC(C)N1CCC(=NNC(=O)C(O)c2ccccc2)CC1 (stereo not drawn),3%
CCCC(=O)c1ccc(N2CCN(C(=O)OCC)CC2)c(F)c1,0%
Cc1ccc(C)c(C2=NN(c3nc(-c4ccc(-c5ccccc5)cc4)cs3)C(c3cccc([N+](=O)[O-])c3)C2)c1 (stereo not drawn),14%
CCOC(=O)C1CCCCN1Cc1ccccc1F (stereo not drawn),10%
CCOc1ccc(C(=O)Nc2ccc(OC(F)(F)F)cc2)cc1Br,3%
COc1ccccc1NC1CC(=O)N(c2cccc(Cl)c2)C1=O (stereo not drawn),7%
CC1=C(C(=O)OC2CCCC2C)C(c2ccccc2)NC(=O)N1 (stereo not drawn),10%
O=C(Nc1cccc2ccccc12)c1ccc(-c2ccccc2)cc1,15%
N#Cc1c2c(c(N3CCN(C4c5ccccc5-c5ccccc54)CC3)n3c1nc1ccccc13)CCC2,14%
Cc1ccc(C(=O)Nc2cc(C(F)(F)F)ccc2Cl)cc1[N+](=O)[O-],9%
COC(=O)C1=C(C)NC(=O)CC1c1ccc(OC)cc1 (stereo not drawn),10%
CN(C)c1ccc(NC(=O)Nc2ccc(Cl)c(Cl)c2)cc1,7%
N/C(=N\OC(=O)C(c1ccccc1)c1ccccc1)c1ccccc1,0%
CC(Cc1ccccc1)NC(=O)CCC(=O)NC(C)Cc1ccccc1 (stereo not drawn),3%
c1ccc(CN2CCN(Cc3cccs3)CC2)cc1,4%
COc1ccc(/C=C(\C#N)c2nc(-c3ccc(OC)c(OC)c3)cs2)cc1,14%
COC(=O)c1c(NC(=O)c2ccc(OC)c(OC)c2)sc2c1CCC(C)C2 (stereo not drawn),2%
O=C1CC(N2CCN(c3ccccc3F)CC2)C(=O)N1c1ccc(Cl)cc1 (stereo not drawn),7%
COc1ccc2c(Cl)c(C(=O)NCc3ccc4c(c3)OCO4)sc2c1,0%
COc1ccc(-c2cc(C(=O)N3CCCC3)c3ccccc3n2)cc1OC,10%
CS(=O)(=O)N(CC(=O)NC1CCCC1)c1ccc(Oc2ccccc2)cc1,0%
O=C(NNC(=O)c1cccc(Br)c1)c1ccc(-c2ccccc2)cc1,35%
O=C(Nc1nc2ccccc2n1Cc1ccc(Cl)cc1)c1ccccc1,27%
O=C(/C=C/c1ccc([N+](=O)[O-])cc1)Nc1ccccc1Cl,2%
CCOc1cccc(C2NC(=O)NC(C)=C2C(=O)OCCOC)c1 (stereo not drawn),4%
Cc1c(Cl)cccc1NC(=O)CSCc1ccc([N+](=O)[O-])cc1,14%
CC1(C)CC(=O)C/C(=N\NC(=O)CCC(=O)Nc2ccccc2)C1,0%
N#Cc1cccc(NC(=O)c2ccc(-c3ccccc3)cc2)c1,2%

# Single entries from the results shown.
# RNase H inhibition result of CCOc1cccc(C2NC(=O)NC(C)=C2C(=O)OCCOC)c1 (stereo not drawn) = 4%
# RNase H inhibition result of CC1(C)CC(=O)C/C(=N\NC(=O)CCC(=O)Nc2ccccc2)C1 = 0%

# Next part.
SMILES,RNase H inhibition
COc1ccccc1/C=C/C=NN1CCN(Cc2ccccc2)CC1,17%
CC1(C)CC(=O)C2=C(C1)Nc1ccccc1N(C(=O)Cc1ccccc1)C2c1cccnc1 (stereo not drawn),14%
COc1cc(CN2CCc3ccccc3C2)ccc1O,0%
O=S(=O)(O)c1ccc(O)c2ncccc12,11%
CNC(=O)CN(c1cccc([N+](=O)[O-])c1)S(=O)(=O)c1ccccc1,7%
CC1=NN(c2ccccc2)C(=O)C1/C=C1\C(=O)NC(=O)N(c2ccc(C)cc2)C1=O (stereo not drawn),4%
CSc1nnc2c(n1)OC(c1cccc(F)c1)N(C(C)=O)c1ccccc1-2 (stereo not drawn),16%
N#Cc1cn(-c2ccccc2)nc1-c1cccs1,0%
Cc1cccc(NC(=O)CCSc2ccc(Cl)cc2)c1,13%
CCOC(=O)c1ccccc1N(C(=O)C(F)(F)F)C1C=CS(=O)(=O)C1 (stereo not drawn),6%
CCOc1cc(C2C(C(=O)OCCSCC)=C(C)NC3=C2C(=O)CC(c2ccc(Cl)cc2)C3)ccc1O (stereo not drawn),15%
COc1ccc(C2CC(c3ccccc3)=NN2c2ccccc2C)cc1 (stereo not drawn),10%
COc1ccccc1-n1c(O)c(/C=C2\C(C)=Nc3ccccc32)c(=O)[nH]c1=O,7%
Cc1ccc(C2CC(C(F)(F)F)n3ncc(C(=O)Nc4ccc(OC(F)(F)F)cc4)c3N2)cc1 (stereo not drawn),14%
O=C(Nc1nc2ccc([N+](=O)[O-])cc2s1)c1cccc(Oc2ccccc2)c1,0%
C/C(=N/NC(=O)c1ccc(O)cc1)c1ccccc1Cl,0%
CC12c3ccccc3C(c3ccccc31)C1C(=O)NNC(=O)C12 (stereo not drawn),1%
Cc1ccccc1C(=O)NNC(=O)Cc1cccc2ccccc12,5%
CN1CCN(C(=O)CCCN2C(=O)/C(=C/c3ccccc3)SC2=S)CC1,13%
CCOc1ccccc1OCCOc1c(Cl)cccc1Cl,11%
O=C(NCc1ccc(Cl)cc1)c1ccc(C#Cc2ccccc2)cc1,7%
CCCCCCCC(=O)N/N=C/c1cc(I)cc(I)c1O,0%
COC(=O)C1=C(C)N(C)C(C)=C(C(=O)OC)C1c1ccc(C)c([N+](=O)[O-])c1,24%
N/C(=N\OC(=O)c1ccc(Cl)c([N+](=O)[O-])c1)c1ccccc1Cl,8%
CCCCOc1ccc(C(=O)NCc2ccc3c(c2)OCO3)cc1,2%
CC1(C)CC(=O)C(C=Nc2ccc(F)cc2)=C(O)C1,0%
c1ccc2cc(OCCCCCCN3CCOCC3)ccc2c1,11%
N#C/C(=C/c1ccc(C(=O)O)cc1)C(=O)Nc1ccc(Cl)cc1,0%
Cc1nonc1C(=O)N/N=C/c1ccc2c(c1)OCO2,21%
CCOC(=O)N1CCN(C2CC(=O)N(c3cccc(Cl)c3)C2=O)CC1 (stereo not drawn),6%
CCOc1ccc(N(CC(=O)Nc2cc(C)cc(C)c2)S(C)(=O)=O)cc1,4%
O=C(Nc1nnc(CCS(=O)(=O)c2ccc(Br)cc2)s1)c1ccc(Cl)cc1,0%
CC(=O)Oc1cccc(/C=C2\C=C(c3ccc(Cl)cc3)OC2=O)c1,4%
CNC(=O)C(=O)Nc1cccc(Cl)c1Cl,13%
O=S(=O)(/N=C(/c1ccccc1)N1CCOCC1)c1ccccc1,15%
c1ccc(COCn2c3ccccc3c3ccccc32)cc1,27%
C/C=C/c1ccc(OCCOCCOc2ccccc2)c(OC)c1,8%
O=C1C2C3C=CC(C4CC34)C2C(=O)N1c1cccc(C(F)(F)F)c1 (stereo not drawn),0%
CCCCCCN1C(=O)C(=O)/C(=C(\O)c2ccccc2)C1c1ccccc1OC (stereo not drawn),0%
CCOC(=O)C1=C(C)N=c2s/c(=C\c3ccc(-c4ccc([N+](=O)[O-])cc4C)o3)c(=O)n2C1c1ccccc1 (stereo not drawn),5%
CCOC(=O)c1c(NC(=O)C2CCCO2)sc(C(=O)N(CC)CC)c1C (stereo not drawn),20%
COc1c(Br)cc(Br)cc1/C=C1/C(=O)N=C(N)N1C,11%
COc1ccc(NC(=O)C(=O)N/N=C/c2ccc3c(c2)OCO3)cc1,12%
CCCOc1ccc(N2C(=O)CC(SC(=NCC)NCC)C2=O)cc1 (stereo not drawn),15%
O=C(CSc1nnc(-c2cccs2)n1-c1ccccc1)c1ccc(F)cc1,12%
O=C(NCc1ccco1)C(=O)Nc1ccc2c(c1)OCO2,9%
CCOc1ccc(-n2nc3ccc(NC(=S)NC(=O)c4ccccc4Cl)cc3n2)cc1,2%
Cc1ccc(S(=O)(=O)N(CC(O)CN2CCOCC2)c2cccc3ccccc23)cc1 (stereo not drawn),26%
O=[N+]([O-])c1cccc(CNC2CCCC2)c1,3%
COC(=O)C1=C(C)NC2=C(C(=O)c3ccccc32)C1c1ccc(-c2ccc([N+](=O)[O-])cc2C)o1 (stereo not drawn),8%

# Continuation:
SMILES,RNase H inhibition
COc1ccc(CCNC(=O)c2ccc(C)cc2Cl)cc1,4%
Nc1nc(-c2ccccc2)cn1/N=C/c1ccc(Cl)cc1Cl,16%
O=C1NC(=O)C(=Cc2ccccc2OCc2ccc(Cl)cc2Cl)C(=O)N1,17%
COc1cccc(/C(C)=N/NC(=O)c2ccc(N(C)C)cc2)c1,5%
CCOC(=O)C1CCN(C2=NC(=O)/C(=C\c3ccc(OC)cc3)S2)CC1,15%
N#CC(C#N)=Cc1ccc(-c2ccc([N+](=O)[O-])cc2Br)o1,11%
COc1ccc(OC)c(NC(=O)CN(CCc2ccccc2)S(=O)(=O)c2ccc(Cl)cc2)c1,5%
COc1cc2c(cc1NC(=O)C(Cl)(Cl)Cl)oc1ccccc12,7%
CCC12CN3CCN(CC(C3)/C1=N\N=C1/C3CN4CCN(C3)CC1(CC)C4)C2,2%
COc1ccc(CN2CCN(C(=O)CC(C)C)CC2)cc1,14%
CC(C)(C)c1ccc(C(=O)NC2CC3CCC2C3)cc1 (stereo not drawn),10%
N/C(=N\OC(=O)c1ccc(Cl)cc1)c1cccc([N+](=O)[O-])c1,0%
COc1ccc(-c2ccc(/C=C3/C(=O)NC(=O)N(c4ccc(C)cc4)C3=O)o2)c([N+](=O)[O-])c1,14%
COc1ccc(N2C(=O)c3cccc4cccc(c34)C2=O)cc1OC,0%
COc1ccc(/C=C(/NC(=O)c2ccccc2)C(=O)NN)cc1,0%
Cc1c(C=C2C(=O)NC(=O)NC2=O)c2ccccc2n1Cc1ccc(F)cc1,17%
Oc1ccccc1C(=S)N1CCCCC1,11%
CC(Oc1ccccc1)C(=O)N1CCC(Cc2ccccc2)CC1 (stereo not drawn),35%
CCOc1ccccc1NC(=O)c1c(NC(=O)CCC(=O)O)sc2c1CCCCC2,11%
Cc1cc(Cl)ccc1OC(C)C(=O)NCc1ccc2c(c1)OCO2 (stereo not drawn),1%
Cc1cccc(C)c1NC(=O)CSCc1c(Cl)cccc1Cl,3%
COc1ccc(-c2n[nH]c(=S)n2/N=C/c2ccc(O)cc2O)cc1,12%
COC(=O)c1ccccc1NC(=O)c1ccccc1C,0%
COc1ccc(Nc2c3c(c(C#N)c4nc5ccccc5n24)CCC3)cc1,1%
COc1ccc(/C=C/C(=O)N2CCN(C(=O)/C=C/c3ccc(OC)cc3)CC2)cc1,15%
C/C(=N\Nc1nnc2c(n1)[nH]c1ccccc12)c1ccc(C)o1,3%
CC(=O)NC12CC3CC(CC(O)(C3)C1)C2,2%
CC1(C)CC(=O)c2cc(-c3ccccc3)n(-c3ccc(F)cc3)c2C1,44%
COc1ccccc1CNC(=O)c1cccc(Cl)c1,0%
O=C(Nc1ccc(Cl)cc1Cl)c1ccc(-c2ccccc2)cc1,0%
COc1ccc(NC(=S)NC(=O)c2ccccc2Cl)cc1OC,17%
Cc1cc(C)c(C(=O)Nc2ccccc2C(N)=O)c(C)c1,29%
CC(=O)C1=C(O)C(=O)N(CC2CCCO2)C1c1ccc(C(C)C)cc1 (stereo not drawn),0%
CCNC(=O)c1sc2cc(C)ccc2c1Cl,0%
Cc1ccc(NCN2C(=O)CSC2=O)cc1,5%
CCN=C(Nc1cccc(Cl)c1)SC1CC(=O)N(c2ccc(OCC)cc2)C1=O (stereo not drawn),7%
COc1ccc(C(=O)/C=C/c2ccc(-c3ccc([N+](=O)[O-])cc3Cl)o2)cc1,18%
O=[N+]([O-])c1ccc(N/N=C\c2cn(Cc3ccc(F)cc3)c3ccccc23)nc1,18%
CC1=C(C(=O)Nc2ccc(C)cc2)C(c2cccc(Br)c2)NC(=S)N1 (stereo not drawn),12%
O=[N+]([O-])c1ccc(CNCC2OCCc3ccccc32)cc1 (stereo not drawn),10%

# In the list so far, three have two or more sulfur atoms:
SMILES,RNase H inhibition
CN1CCN(C(=O)CCCN2C(=O)/C(=C/c3ccccc3)SC2=S)CC1,13%
O=C(Nc1nnc(CCS(=O)(=O)c2ccc(Br)cc2)s1)c1ccc(Cl)cc1,0%
O=C(CSc1nnc(-c2cccs2)n1-c1ccccc1)c1ccc(F)cc1,12%

# Next part
SMILES,RNase H inhibition
COCCN1C(=O)/C(=C/c2ccc(OC)c(OC)c2)SC1=S,0%
COc1cccc(/C=C2\N=C(c3ccccc3Br)OC2=O)c1,16%
COC(=O)c1ccc(NC(=O)C2COc3ccccc3O2)cc1 (stereo not drawn),12%
O=C(Nc1ccc(OC(F)(F)F)cc1)c1cccc2c(Br)cccc12,3%

# Molecules listed so far with a nitro group on carbon (17):
SMILES,RNase H inhibition
Cc1ccc(C)c(C2=NN(c3nc(-c4ccc(-c5ccccc5)cc4)cs3)C(c3cccc([N+](=O)[O-])c3)C2)c1 (stereo not drawn),14%
Cc1ccc(C(=O)Nc2cc(C(F)(F)F)ccc2Cl)cc1[N+](=O)[O-],9%
O=C(/C=C/c1ccc([N+](=O)[O-])cc1)Nc1ccccc1Cl,2%
Cc1c(Cl)cccc1NC(=O)CSCc1ccc([N+](=O)[O-])cc1,14%
CNC(=O)CN(c1cccc([N+](=O)[O-])c1)S(=O)(=O)c1ccccc1,7%
O=C(Nc1nc2ccc([N+](=O)[O-])cc2s1)c1cccc(Oc2ccccc2)c1,0%
COC(=O)C1=C(C)N(C)C(C)=C(C(=O)OC)C1c1ccc(C)c([N+](=O)[O-])c1,24%
N/C(=N\OC(=O)c1ccc(Cl)c([N+](=O)[O-])c1)c1ccccc1Cl,8%
CCOC(=O)C1=C(C)N=c2s/c(=C\c3ccc(-c4ccc([N+](=O)[O-])cc4C)o3)c(=O)n2C1c1ccccc1 (stereo not drawn),5%
O=[N+]([O-])c1cccc(CNC2CCCC2)c1,3%
COC(=O)C1=C(C)NC2=C(C(=O)c3ccccc32)C1c1ccc(-c2ccc([N+](=O)[O-])cc2C)o1 (stereo not drawn),8%
N#CC(C#N)=Cc1ccc(-c2ccc([N+](=O)[O-])cc2Br)o1,11%
N/C(=N\OC(=O)c1ccc(Cl)cc1)c1cccc([N+](=O)[O-])c1,0%
COc1ccc(-c2ccc(/C=C3/C(=O)NC(=O)N(c4ccc(C)cc4)C3=O)o2)c([N+](=O)[O-])c1,14%
COc1ccc(C(=O)/C=C/c2ccc(-c3ccc([N+](=O)[O-])cc3Cl)o2)cc1,18%
O=[N+]([O-])c1ccc(N/N=C\c2cn(Cc3ccc(F)cc3)c3ccccc23)nc1,18%
O=[N+]([O-])c1ccc(CNCC2OCCc3ccccc32)cc1 (stereo not drawn),10%
